TcdB inh: TcdB glycohydrolase inhibitors, primary screen, biochemical, single point, plate reader | inhibition, % at 9.99 µM | hit rate 0.24% among 350,000 | TcdB glycohydrolase enzymatic assay | Toxin B (Clostridioides difficile), P18177 | AID 652162, 2013; in the data active = inhibition above about 10%
Target sequence (P18177 whole entry, looked up): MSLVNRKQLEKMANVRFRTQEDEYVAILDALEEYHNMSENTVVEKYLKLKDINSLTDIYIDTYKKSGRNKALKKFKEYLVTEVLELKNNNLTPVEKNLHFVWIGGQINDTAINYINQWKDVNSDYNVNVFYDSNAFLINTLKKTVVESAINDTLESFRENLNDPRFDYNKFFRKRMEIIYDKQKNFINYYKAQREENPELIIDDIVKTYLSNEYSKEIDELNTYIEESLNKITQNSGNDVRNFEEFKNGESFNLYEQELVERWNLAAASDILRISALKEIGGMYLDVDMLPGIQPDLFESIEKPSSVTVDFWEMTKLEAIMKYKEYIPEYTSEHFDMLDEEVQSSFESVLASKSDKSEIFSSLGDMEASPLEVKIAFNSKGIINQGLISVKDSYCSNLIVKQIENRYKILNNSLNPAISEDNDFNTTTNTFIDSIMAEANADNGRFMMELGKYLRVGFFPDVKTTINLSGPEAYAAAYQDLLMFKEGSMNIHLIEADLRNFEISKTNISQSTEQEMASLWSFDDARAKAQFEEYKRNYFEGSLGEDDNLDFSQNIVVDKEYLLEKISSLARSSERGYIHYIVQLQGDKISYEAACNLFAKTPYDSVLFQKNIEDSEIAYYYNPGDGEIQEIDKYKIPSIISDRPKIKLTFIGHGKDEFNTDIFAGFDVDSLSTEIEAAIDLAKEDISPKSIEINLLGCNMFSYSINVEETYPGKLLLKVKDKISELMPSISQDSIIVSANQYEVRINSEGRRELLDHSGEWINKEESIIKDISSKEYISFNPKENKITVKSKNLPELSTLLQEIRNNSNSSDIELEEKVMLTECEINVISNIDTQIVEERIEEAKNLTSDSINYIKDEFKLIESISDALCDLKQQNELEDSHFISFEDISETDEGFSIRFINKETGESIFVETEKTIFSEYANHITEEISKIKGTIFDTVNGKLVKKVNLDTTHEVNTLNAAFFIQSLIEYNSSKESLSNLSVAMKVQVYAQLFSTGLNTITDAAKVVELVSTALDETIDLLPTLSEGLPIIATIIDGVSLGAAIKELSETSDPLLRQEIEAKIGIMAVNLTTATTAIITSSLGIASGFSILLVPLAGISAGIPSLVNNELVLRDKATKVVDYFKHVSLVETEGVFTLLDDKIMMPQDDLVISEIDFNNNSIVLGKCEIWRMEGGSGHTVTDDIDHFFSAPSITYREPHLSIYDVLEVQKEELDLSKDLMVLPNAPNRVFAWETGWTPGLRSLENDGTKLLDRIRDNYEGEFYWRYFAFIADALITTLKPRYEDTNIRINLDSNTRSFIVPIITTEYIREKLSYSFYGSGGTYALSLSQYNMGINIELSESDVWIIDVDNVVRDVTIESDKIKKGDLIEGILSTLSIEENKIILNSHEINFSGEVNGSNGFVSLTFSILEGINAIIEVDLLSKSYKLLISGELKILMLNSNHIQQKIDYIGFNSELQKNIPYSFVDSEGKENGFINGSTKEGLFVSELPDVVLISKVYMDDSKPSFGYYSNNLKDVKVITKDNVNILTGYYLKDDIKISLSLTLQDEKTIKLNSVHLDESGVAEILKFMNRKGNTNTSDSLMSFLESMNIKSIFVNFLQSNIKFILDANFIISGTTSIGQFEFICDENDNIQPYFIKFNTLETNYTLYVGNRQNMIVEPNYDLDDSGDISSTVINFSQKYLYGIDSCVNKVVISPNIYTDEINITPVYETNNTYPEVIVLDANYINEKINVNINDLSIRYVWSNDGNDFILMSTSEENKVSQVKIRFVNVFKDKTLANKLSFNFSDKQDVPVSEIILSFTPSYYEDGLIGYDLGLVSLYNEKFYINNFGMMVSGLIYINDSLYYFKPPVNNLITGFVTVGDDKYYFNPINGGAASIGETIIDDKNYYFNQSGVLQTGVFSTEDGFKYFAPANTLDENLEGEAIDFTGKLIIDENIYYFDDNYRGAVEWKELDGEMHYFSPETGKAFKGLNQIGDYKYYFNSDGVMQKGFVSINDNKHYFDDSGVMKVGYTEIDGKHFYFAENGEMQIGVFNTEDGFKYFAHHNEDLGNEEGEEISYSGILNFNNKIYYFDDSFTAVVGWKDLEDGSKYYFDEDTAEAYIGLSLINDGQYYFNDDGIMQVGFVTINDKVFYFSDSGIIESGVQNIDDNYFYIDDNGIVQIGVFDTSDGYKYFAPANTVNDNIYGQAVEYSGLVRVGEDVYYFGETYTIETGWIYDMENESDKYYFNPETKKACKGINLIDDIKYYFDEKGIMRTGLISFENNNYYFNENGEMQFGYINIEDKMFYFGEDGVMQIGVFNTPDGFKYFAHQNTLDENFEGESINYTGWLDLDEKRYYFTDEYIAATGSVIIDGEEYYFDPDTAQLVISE
Active calls of the source: *. An excerpt, so the mix of outcomes need not match the whole.

> O=C(C[C@@H]1CC[C@@H]2[C@H](COC[C@H](O)CN2Cc2cc(F)ccc2F)O1)N[C@@H]1CCN(Cc2ccccc2)C1
  TcdB inh: 0.0
> OC[C@@H]1[C@@H]2c3ccccc3NC[C@@H]2N1CC1CCCCC1
  TcdB inh: 0.1
> O=C(c1ccncc1)N1C[C@@H]2[C@H](c3ccccc31)[C@@H](CO)N2C(=O)Nc1ccccc1Cl
  TcdB inh: -0.1
> C[C@@H]1CN([C@@H](C)CO)S(=O)(=O)c2ccc(/C=C/c3ccccc3)cc2O[C@@H]1CN(C)C(=O)c1ccc2c(c1)OCO2
  TcdB inh: -1.4
> COc1ccc(-c2cnc3c(c2)C(=O)N([C@H](C)CO)C[C@H](C)[C@@H](CN(C)C(=O)CN(C)C)O3)cc1
  TcdB inh: 0.1
> O=C(C1CCOCC1)N1CC(=O)N2[C@H](C1)[C@H](c1ccc(C#CC3CC3)cc1)[C@@H]2CO
  TcdB inh: 0.5
> C[C@@H]1CN([C@H](C)CO)C(=O)Cc2cc(NC(=O)Cc3ccccc3)ccc2O[C@@H]1CN(C)Cc1ccncc1
  TcdB inh: -2.6
> C[C@H]1CN([C@@H](C)CO)C(=O)Cc2cc(NC(=O)CCCCCC(=O)Nc3ccccc3N)ccc2O[C@H]1CN(C)Cc1ccncc1
  TcdB inh: 0.4
> O=C(C[C@@H]1C[C@H]2c3cc(NC(=O)Nc4ccccc4)ccc3O[C@H]2[C@@H](CO)O1)NCc1ccccc1
  TcdB inh: 1.6
> CO[C@H]1CN(C)C(=O)c2ccc(NC(=O)Cc3ccccc3)cc2OC[C@@H](C)N(CC2CC2)C[C@@H]1C
  TcdB inh: -1.0
> COc1ccccc1NC(=O)N1C[C@H]2[C@@H](c3ccccc31)[C@H](CO)N2C(=O)c1ccccc1
  TcdB inh: -0.6
> CCCN1[C@@H]2Cn3c(ccc(-c4ccccc4F)c3=O)[C@H]1[C@@H](C(=O)NCC)[C@@H]2CO
  TcdB inh: 0.0
> C[C@@H]1CN([C@@H](C)CO)C(=O)c2cccc(NC(=O)Nc3ccc4c(c3)OCO4)c2O[C@H]1CN(C)Cc1ccccc1
  TcdB inh: -1.3
> N#C[C@H]1[C@@H](c2ccccc2-c2cccc(F)c2)[C@H](CO)N1C(=O)c1cccnc1
  TcdB inh: -0.2
> C[C@@H]1CN([C@H](C)CO)C(=O)c2cc(NC(=O)c3ccccc3)ccc2O[C@@H](C)CCCCO[C@H]1CN(C)C(=O)c1ccccc1
  TcdB inh: 0.8

> CCN1[C@H](C(=O)NC2CCC2)[C@@H](CO)[C@@H]2Cn3c(ccc(-c4ccc(F)cc4)c3=O)[C@@H]21
  TcdB inh: 0.6
> C[C@@H]1CN([C@H](C)CO)C(=O)c2cc(NC(=O)Nc3ccc4c(c3)OCO4)ccc2O[C@H]1CN(C)S(=O)(=O)c1ccc(F)cc1
  TcdB inh: 0.1
> C[C@@H]1CN([C@@H](C)CO)C(=O)c2ccccc2-c2ccccc2CO[C@@H]1CN(C)S(=O)(=O)c1ccc(F)cc1
  TcdB inh: 1.0
> N#C[C@H]1[C@@H](c2ccccc2C2=CCCC2)[C@@H](CO)N1C(=O)NC1CCCC1
  TcdB inh: -0.6
> CO[C@@H]1CN(C)C(=O)c2ccc(NC(=O)Nc3ccccc3)cc2OC[C@@H](C)N(C(C)=O)C[C@@H]1C
  TcdB inh: -1.3
> O=C(C[C@H]1C=C[C@@H](NC(=O)CN2CCOCC2)[C@H](CO)O1)NC1CCCCC1
  TcdB inh: 0.0
> C[C@@H]1CN([C@@H](C)CO)C(=O)c2cc(NS(C)(=O)=O)ccc2O[C@H]1CN(C)C(=O)Nc1ccc2c(c1)OCO2
  TcdB inh: -8.6
> CO[C@@H]1CN(C)C(=O)c2ccc(NC(=O)C3CCOCC3)cc2OC[C@@H](C)N(CC2CC2)C[C@@H]1C
  TcdB inh: -3.7
> C[C@@H]1CN([C@H](C)CO)C(=O)c2cccc(NC(=O)c3ccc(-c4nccs4)cc3)c2O[C@@H]1CN(C)C(=O)Nc1ccc(F)cc1
  TcdB inh: -0.4
> Cc1noc(C)c1NC(=O)Nc1ccc2c(c1)C(=O)N([C@H](C)CO)C[C@@H](C)[C@@H](CN(C)C(=O)Nc1ccccc1)OCCCC[C@@H](C)O2
  TcdB inh: -2.0
> COc1cccc(C(=O)Nc2ccc3c(c2)C(=O)N(C)C[C@H](OC)[C@H](C)CN(C)[C@@H](C)CO3)c1
  TcdB inh: -1.0
> CC(C)NC(=O)Nc1ccc2c(c1)C(=O)N([C@@H](C)CO)C[C@@H](C)[C@@H](CN(C)S(=O)(=O)c1cn(C)cn1)O2
  TcdB inh: -1.9
> C[C@H]1CCCCO[C@H](CN(C)S(=O)(=O)c2ccccc2)[C@@H](C)CN([C@@H](C)CO)C(=O)c2cc(NS(=O)(=O)c3cccs3)ccc2O1
  TcdB inh: -1.1
> CNC[C@@H]1Oc2ccc(NC(=O)Nc3ccccc3)cc2C(=O)N([C@H](C)CO)C[C@H]1C
  TcdB inh: 0.9
> O=C(C[C@H]1CC[C@H]2[C@@H](COC[C@@H](O)CN2Cc2ccc(Oc3ccccc3)cc2)O1)N1CCc2ccccc2C1
  TcdB inh: 0.3

> C[C@@H]1CN([C@@H](C)CO)C(=O)c2cccc(NC(=O)C3CCOCC3)c2O[C@H]1CN(C)C(=O)Nc1ccccc1
  TcdB inh: 0.3
> COc1ccccc1C(=O)Nc1ccc2c(c1)C(=O)N(C)C[C@H](OC)[C@H](C)CN(C(C)=O)[C@@H](C)CO2
  TcdB inh: -0.1
> C[C@@H]1CN([C@H](C)CO)S(=O)(=O)c2ccc(C#Cc3ccncc3)cc2O[C@H]1CN(C)S(=O)(=O)c1ccc(F)cc1
  TcdB inh: -1.6
> Cc1ccc(S(=O)(=O)Nc2ccc3c(c2)CC(=O)N([C@@H](C)CO)C[C@H](C)[C@H](CN(C)Cc2ccc(C(=O)Nc4ccccc4N)cc2)O3)cc1
  TcdB inh: 0.3
> CNC[C@H]1Oc2ncc(-c3cccc(F)c3)cc2C(=O)N([C@@H](C)CO)C[C@H]1C
  TcdB inh: 0.5
> Cc1cccc(S(=O)(=O)N2[C@@H]3CNC[C@H]2C3c2ccc(-c3cncnc3)cc2)c1 (stereo not given in full)
  TcdB inh: 0.1
> Cc1noc(C)c1S(=O)(=O)N(C)C[C@H]1Oc2ccc(NC(=O)CCCCCC(=O)Nc3ccccc3N)cc2CC(=O)N([C@@H](C)CO)C[C@H]1C
  TcdB inh: 0.0
> C[C@@H]1CCCCO[C@H](CN(C)C(=O)NC2CCCCC2)[C@H](C)CN([C@H](C)CO)C(=O)c2cc(NC(=O)C3CCCCC3)ccc2O1
  TcdB inh: 0.7
> C[C@@H]1CCCCO[C@H](CN(C)C(=O)CCC(F)(F)F)[C@H](C)CN([C@@H](C)CO)C(=O)c2cc(NC(=O)c3ccccc3)ccc2O1
  TcdB inh: 0.0
> O=C(NC1CCCC1)N[C@H]1C=C[C@H](CC(=O)N2CCOCC2)O[C@@H]1CO
  TcdB inh: -1.2
> CC(C)NC(=O)Nc1cccc2c1O[C@@H](CN(C)C(=O)Nc1ccc(C(F)(F)F)cc1)[C@@H](C)CN([C@@H](C)CO)C2=O
  TcdB inh: 2.7
> C/C=C/c1cnc2c(c1)C(=O)N([C@@H](C)CO)C[C@@H](C)[C@@H](CN(C)Cc1ccncc1)O2
  TcdB inh: 0.2
> Cc1noc(C)c1S(=O)(=O)N(C)C[C@@H]1Oc2ccc(NC(=O)CCCCCC(=O)Nc3ccccc3N)cc2CC(=O)N([C@H](C)CO)C[C@@H]1C
  TcdB inh: -12
> COc1ccc(C#Cc2cnc3c(c2)C(=O)N([C@H](C)CO)C[C@H](C)[C@H](CN(C)CC2CCOCC2)O3)cc1
  TcdB inh: 1.3
> Cc1noc(C)c1NC(=O)Nc1ccc2c(c1)CC(=O)N([C@H](C)CO)C[C@@H](C)[C@H](CN(C)C(=O)Nc1ccccc1)O2
  TcdB inh: 0.6

> CC(C)C#Cc1cnc2c(c1)C(=O)N([C@@H](C)CO)C[C@@H](C)[C@H](CN(C)C(=O)c1ccccn1)O2
  TcdB inh: 0.5
> C[C@@H]1CCCCO[C@@H](CN(C)Cc2ccc(C(F)(F)F)cc2)[C@H](C)CN([C@@H](C)CO)C(=O)c2cc(NS(=O)(=O)c3ccc(F)cc3)ccc2O1
  TcdB inh: -0.2
> CC(C)(C)[S@](=O)N1Cc2cc(C(=O)NCc3ccccc3F)nc(-c3cccc(-c4cccnc4)c3)c2[C@@H]1CCO
  TcdB inh: 0.6
> COc1ccc(NC(=O)Nc2ccc3c(c2)CC(=O)N([C@@H](C)CO)C[C@H](C)[C@@H](CN(C)Cc2ccc(-c4ccccc4)cc2)O3)cc1
  TcdB inh: -0.8
> CS(=O)(=O)Nc1ccc2c(c1)[C@H]1C[C@@H](CC(=O)NCc3ccc(Oc4ccccc4)cc3)O[C@@H](CO)[C@H]1O2
  TcdB inh: -1.3
> O=C(c1cccnc1)N1CC2(C1)[C@H](c1ccccc1)[C@@H](CO)N2CC1CC1
  TcdB inh: 0.5
> Cc1noc(C)c1NC(=O)Nc1ccc2c(c1)C(=O)N([C@H](C)CO)C[C@H](C)[C@@H](CN(C)Cc1ccncc1)O2
  TcdB inh: 1.2
> CCCC#Cc1ccc2c(c1)[C@@H]1[C@@H](CCN1S(=O)(=O)c1ccccc1OC)[C@@H](CO)N2
  TcdB inh: -0.1
> N#C[C@H]1[C@@H](c2ccccc2)[C@@H](CO)N1C(=O)c1cccnc1
  TcdB inh: -0.2
> C[C@@H]1CN([C@H](C)CO)C(=O)c2cccc(NC(=O)c3ccncc3)c2O[C@@H]1CN(C)C(=O)Nc1ccc2c(c1)OCO2
  TcdB inh: 0.4
> C[C@@H]1CCCCO[C@H](CN(C)C(=O)c2ccncc2)[C@H](C)CN([C@H](C)CO)C(=O)c2cc(NS(=O)(=O)c3ccc(F)cc3)ccc2O1
  TcdB inh: -1.5
> O=C(C[C@H]1C=C[C@@H](NS(=O)(=O)c2cccc(F)c2)[C@@H](CO)O1)N1CCCCC1
  TcdB inh: -0.1
> O=C(N[C@@H]1CC[C@H](CCn2cc(-c3ccccn3)nn2)O[C@H]1CO)c1ccccc1
  TcdB inh: 0.7
> C[C@H]1CN([C@@H](C)CO)C(=O)c2cc(NS(=O)(=O)c3cccs3)ccc2O[C@H]1CN(C)C(=O)Nc1cccc2ccccc12
  TcdB inh: -0.6
> COc1ccccc1C#Cc1ccc2c(c1)[C@@H]1[C@@H](CCN1C(=O)c1ccncc1)[C@H](CO)N2
  TcdB inh: 1.5

> CC(C)C#Cc1ccc([C@@H]2[C@H](CO)N3CCCCN(C(=O)Nc4ccccc4)C[C@@H]23)cc1
  TcdB inh: 2.1
> COc1ccc(CN(C)C[C@@H]2OCCCC[C@H](C)Oc3ccc(NS(=O)(=O)c4ccc(C)cc4)cc3C(=O)N([C@@H](C)CO)C[C@H]2C)cc1
  TcdB inh: 0.7
> CCC(=O)N(C)C[C@@H]1Oc2ncc(-c3cccc(OC)c3)cc2C(=O)N([C@@H](C)CO)C[C@H]1C
  TcdB inh: 0.5
> COc1ccccc1-c1ccc([C@H]2[C@@H](CO)N(C(=O)C3CC3)C23CN(C(C)=O)C3)cc1
  TcdB inh: -0.5
> COc1cccc(C#Cc2cnc3c(c2)C(=O)N([C@H](C)CO)C[C@H](C)[C@@H](CN(C)C(=O)C2CCOCC2)O3)c1
  TcdB inh: 1.4
> CC(C)NC(=O)N(C)C[C@@H]1Oc2c(NC(=O)c3nc4ccccc4s3)cccc2C(=O)N([C@@H](C)CO)C[C@H]1C
  TcdB inh: -0.3
> CO[C@H]1CC[C@@H]2CCOc3c(C#N)cccc3C(=O)N(C)C[C@H](OC)[C@@H](C)C(=O)N(C)C[C@H]1O2
  TcdB inh: -1.4
> C[C@H]1CN([C@@H](C)CO)C(=O)c2cccc(NS(=O)(=O)c3ccccc3)c2O[C@H]1CN(C)S(C)(=O)=O
  TcdB inh: 0.0
> C[C@H]1CN([C@@H](C)CO)C(=O)Cc2cc(NC(=O)CCC(F)(F)F)ccc2O[C@@H]1CN(C)Cc1ccc(C(F)(F)F)cc1
  TcdB inh: -0.3
> CCC(=O)N1[C@H](CO)[C@@H]2c3ccccc3N(C(=O)Nc3cccc(Cl)c3)C[C@@H]21
  TcdB inh: 0.8
> CCC(=O)N(C)C[C@H]1Oc2cc(-c3ccc(F)cc3)ccc2S(=O)(=O)N([C@H](C)CO)C[C@@H]1C
  TcdB inh: 0.5
> COc1ccc(S(=O)(=O)N[C@H]2CC[C@H](CC(=O)NCc3ccccc3F)O[C@H]2CO)cc1
  TcdB inh: 0.4
> C[C@@H]1CN([C@H](C)CO)C(=O)c2cc(NS(=O)(=O)c3ccc(F)cc3)ccc2O[C@@H](C)CCCCO[C@H]1CN(C)S(=O)(=O)c1ccc(F)cc1
  TcdB inh: 1.7
> CNC[C@H]1OCCCC[C@H](C)Oc2ccc(NS(=O)(=O)c3ccc(F)cc3)cc2C(=O)N([C@@H](C)CO)C[C@@H]1C
  TcdB inh: 1.3
> O=C(C[C@H]1C=C[C@@H](NS(=O)(=O)c2ccc(F)cc2)[C@H](CO)O1)NC1CCC1
  TcdB inh: 0.2

> C[C@@H]1CN([C@H](C)CO)C(=O)c2cccc(NC(=O)c3ccncc3)c2O[C@H]1CN(C)S(=O)(=O)c1ccc(F)cc1
  TcdB inh: 0.0
> Cn1cnc(S(=O)(=O)N2CCCCN3[C@H](C2)[C@@H](c2ccc(-c4cccc(F)c4)cc2)[C@@H]3CO)c1
  TcdB inh: 0.3
> C[C@H]1CN([C@@H](C)CO)C(=O)c2cc(NC(=O)CCC(F)(F)F)ccc2O[C@H]1CN(C)CC1CCCCC1
  TcdB inh: -2.0
> CNC[C@@H]1OCCCC[C@H](C)Oc2ccc(NC(=O)Cc3ccccc3)cc2C(=O)N([C@H](C)CO)C[C@@H]1C
  TcdB inh: -0.8

Screening data: PubChem BioAssay, Broad Institute
